# Avidin bead fluor – compound fluoresces at 488/530 nm on avidin beads; compound fluorescence 488/530 nm, flow cytometry; hits give high values; fluorescence (KMESF) at 10 µM; 220,000 compounds, 0.38% hits; AID 1775; in the data active = fluorescence above about 47; also: inactives centre near 10
# GSH bead fluor – GSH bead compound fluorescence profile; fluorescence (KMESF) at 10 µM; GSH beads flow cytometry, compound fluorescence 488/530 nm; hits give high values; AID 1776; 190,000 compounds, 0.25% hits; in the data active = fluorescence above about 89;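 also: glutathione beads carrying GST-tagged Bcl family fusion proteins plus one bare bead set; values are compound well signal with DMSO vehicle wells as background; inactives centre near 16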
# RGS7-Gao reg – human RGS7-Galphao interaction regulation. binding response (% of control), % at 10 µM. 220,000 compounds, 0.35% hits. Multiplexed bead flow cytometry, RGS7-Galphao binding; actives lie on both sides; in the data active = binding response below about 49% or above about 150%; inconclusive = no clear call, values can overlap the other calls; inactive = in between;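 also: fluorescent Galphao held in activated GDP-AlF4 state binding bead-coupled RGS7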
# Target sequence (P09471 whole entry, looked up): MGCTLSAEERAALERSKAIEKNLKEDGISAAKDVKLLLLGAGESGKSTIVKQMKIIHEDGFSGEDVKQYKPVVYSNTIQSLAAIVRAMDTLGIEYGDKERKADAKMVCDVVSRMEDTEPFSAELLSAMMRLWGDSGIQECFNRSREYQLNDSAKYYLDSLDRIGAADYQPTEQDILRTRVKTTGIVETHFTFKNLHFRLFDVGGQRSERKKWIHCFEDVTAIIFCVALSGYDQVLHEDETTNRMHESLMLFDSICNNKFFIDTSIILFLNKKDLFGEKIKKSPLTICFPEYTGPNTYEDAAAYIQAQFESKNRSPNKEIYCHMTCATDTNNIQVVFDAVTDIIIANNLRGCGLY
# Bcl-W Bim block – inhibitors of Bim-Bcl-W interaction, human; bead-based flow cytometry, Bim peptide-Bcl-W binding; inhibition, % at 10 µM; 190,000 compounds, 0.02% hits; AID 952;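 also: 0% = bound tracer without compound and 100% = peptide blocker; higher means less fluorescent Bim peptide bound to Bcl-W beads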
# Target sequence (Q92843 whole entry, looked up): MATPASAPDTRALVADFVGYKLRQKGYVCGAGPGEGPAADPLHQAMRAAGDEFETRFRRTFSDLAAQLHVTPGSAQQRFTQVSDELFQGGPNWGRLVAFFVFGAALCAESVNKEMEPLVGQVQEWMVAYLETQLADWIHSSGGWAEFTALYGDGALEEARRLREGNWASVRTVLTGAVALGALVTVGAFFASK
# Bcl-B Bim block – inhibitors of Bim-Bcl-B interaction, human. inhibition, % at 10 µM. 190,000 compounds, 0.073% hits. AID 951. bead-based flow cytometry, Bim peptide-Bcl-B binding;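 also: 0% = tracer peptide without compound and 100% = reference inhibitor peptide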
# Target sequence (Q9HD36 whole entry, looked up): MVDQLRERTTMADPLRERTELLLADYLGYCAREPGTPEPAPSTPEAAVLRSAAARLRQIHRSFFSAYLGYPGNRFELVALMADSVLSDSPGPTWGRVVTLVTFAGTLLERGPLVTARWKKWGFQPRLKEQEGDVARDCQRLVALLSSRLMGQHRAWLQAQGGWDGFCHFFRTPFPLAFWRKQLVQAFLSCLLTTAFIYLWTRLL
# RGS4-Gao reg – human RGS4-Galphao interaction regulation | 220,000 compounds, 0.33% hits | Multiplexed bead flow cytometry, RGS4-Galphao binding; actives lie on both sides | binding response (% of control), % at 10 µM; in the data active = binding response below about 49% or above about 150%; inactive = in between;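 also: fluorescent Galphao activated with aluminum fluoride binding bead-coupled RGS4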
# Bim-Bfl-1 – inhibitors of Bim-Bfl-1 interaction, human; 190,000 compounds, 0.12% hits; Bead-based flow cytometry, Bim-Bfl-1 binding inhibition; inhibition, % at 10 µM; Q16548;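 also: 0% = wells without compound plus tracer and 100% = blocker peptide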
# ABCG2 inh – human ABCG2 inhibition, ABCB1 as counter-screen. inhibition, % at 6.6 µM. Q9UNQ0. 190,000 compounds, 0.1% hits. IgMXP3 cells, JC-1 efflux, flow cytometry;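 active = inhibition above 80%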;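 also: 0% = DMSO and 100% = nicardipine control wells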
#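 Read-out basis: Efflux inhibition in percent versus controls | Test system: ABCG2 IgMXP3 and barcoded ABCB1 CCRF-Adr cell mix | Quantity: 3 million cells/mL in well | Schedule: 10 min at 25 °C | Control set: Nicardipine as high control, DMSO as low control | Reagent: JC-1 as fluorescent efflux pump substrate | Signal: Flow cytometry of retained JC-1 fluorescence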
# Bcl-2 Bim block – human Bim-Bcl-2 interaction inhibition; P10415; Bead-based flow cytometry, Bim peptide-Bcl-2 binding; inhibition, % at 10 µM; 190,000 compounds, 0.06% hits; AID 950; in the data active = inhibition above about 40%; inconclusive = no clear call, values can overlap the other calls;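 also: 0% = no compound wells with probe peptide and 100% = reference peptide inhibitor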
# Bim-Bcl-XL – disrupts Bim peptide binding to human Bcl-XL; Q07817; bead flow cytometry, fluorescence; inhibition, % at 10 µM; 190,000 compounds, 0.04% hits
# Target sequence (Q07817 whole entry, looked up): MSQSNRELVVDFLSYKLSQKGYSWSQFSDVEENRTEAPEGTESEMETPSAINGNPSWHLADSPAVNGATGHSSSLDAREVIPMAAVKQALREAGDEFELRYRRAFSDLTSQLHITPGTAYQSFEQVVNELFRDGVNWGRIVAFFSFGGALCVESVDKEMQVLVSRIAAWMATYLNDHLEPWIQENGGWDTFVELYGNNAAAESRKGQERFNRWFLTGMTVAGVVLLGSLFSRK
# ABCB1 block – inhibitors of human ABCB1 transporter, ABCG2 counter-screen; P08183; inhibition, % at 6.6 µM; AID 1326; CCRF-Adr cells, JC-1 efflux, flow cytometry; 190,000 compounds, 0.067% hits; in the data active = inhibition above about 40%;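 also: 0% = vehicle and 100% = reference inhibitor; higher value means more JC-1 retained so stronger ABCB1 efflux block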
# Starred values were filed as active, the others as inactive; ? = inconclusive; nt = no result given; & = joins results of further samples. Rule as the data show it, unless noted: active = inhibition above about 40%.
SMILES,Avidin bead fluor,GSH bead fluor,RGS7-Gao reg,Bcl-W Bim block,Bcl-B Bim block,RGS4-Gao reg,Bim-Bfl-1,ABCG2 inh,Bcl-2 Bim block,Bim-Bcl-XL,ABCB1 block
Cn1c(SCc2c(F)cccc2Cl)nnc1-c1cccs1,8,54,95,3,-7,93,-11,4,-6,-6,0.6
CCc1ccc(NC(=O)COC(=O)CCc2nc3cc(S(=O)(=O)N(CC)CC)ccc3n2C)cc1,22,11,107,-3,-8,106,-6,52,-8,-6,-0.4
Cc1noc(NS(=O)(=O)c2ccc(NC(=O)CSc3nc4c(cc3C#N)CCCC4)cc2)c1C,13,19,106,0,-9,102,-8,-1,-10,-7,-1.1
CC(C)c1nnc(NC(=O)c2cccc(-n3cnnn3)c2)s1,10,28,93,-1,-1,94,0,17,0,0,-0.1
Cc1cccc(C(O)(C(=O)NNc2ccc3ccccc3n2)c2cccc(C)c2)c1,6,10,96,10,7,101,9,3,9,12,0.9
COc1ccc2c(c1)c(N=O)c(O)n2C,17,30,90,0,-2,84,-12,0,-10,-5,0.0
CCC(=O)N=c1sc2cc([N+](=O)[O-])ccc2n1CCOC,1,6,97,0,-3,91,2,20,3,-2,0.7
CCN(CC)C(=O)COn1c(SCC(=O)N(CC)CC)nc2ccccc2c1=O,14,11,103,0,-2,105,-2,4,-1,-1,1.3
CCC(=O)Oc1ccc(C2N(C(=O)CC)CCN2S(=O)(=O)c2ccc(C)cc2)cc1OC (stereo not given),13,32,102,0,-5,103,-11,8,-9,-5,-0.1
O=C(CN1C(=O)c2ccccc2S1(=O)=O)NCc1ccccn1,15,22,108,3,-4,106,-12,-2,-11,-3,0.3
CCC(CC)C(=O)NCc1ccc(OC)cc1,8,10,106,-1,-2,104,-1,-2,1,-3,-0.6
Cn1cc(Cl)c(C(=O)Nc2cccc(Cl)c2Cl)n1,14,34,100,-3,-10,96,-18,41,-7,-7,0.4
Cc1cc(C)nc(NC(=O)c2cc3ccccc3o2)n1,26,9,100,-7,-8,99,-5,3,-6,-9,0.6
Cn1c(=O)c2c(=O)cc(NNC(=O)CC#N)[nH]c2n(C)c1=O,11,18,96,0,-3,98,-1,0,2,1,0.0
COC(=O)c1c(C)[nH]c(C(=O)CSc2ccc(Cl)cc2)c1C,7,12,102,1,-6,99,-6,12,-6,-1,1.0
Cc1ccc(N(CC(=O)Nc2ccccc2C(=O)NCc2ccco2)S(=O)(=O)c2ccccc2)cc1C,8,36,103,0,-5,102,-9,2,-10,-1,2.0
CCCCOc1ccc(-c2[nH]ncc2C=O)cc1,10,14,99,-7,2,102,3,0,0,-6,-0.4
CCOc1cccc(/C=N/NC(=O)c2cc(-c3cccn3C)n[nH]2)c1O,9,8,99,0,-2,100,-4,-1,-2,-3,-0.3
Cc1ccnc(SCC(=O)N2CCc3ccccc3C2)n1,7,11,99,-7,-17,99,-3,6,-6,-7,-1.6
Oc1oc(-c2ccccc2)nc1C=NCc1ccccc1,14,13,105,3,2,104,0,2,3,1,0.4
CCc1nc(N2CCC3(CC2)OCCO3)c2nnn(Cc3ccccc3)c2n1,40,11,102,1,-5,102,-9,9,-5,-1,1.6
Nc1nnc(C2CCCC2)s1,14,7,100,-3,-1,103,-1,2,-2,-3,0.8
COc1cc2c(cc1OC)-c1n[nH]c(=S)n1C(C)(C)C2,9,13,103,2,-22,100,4,9,1,2,0.6
Cc1ccc2cccnc2c1N,10,20,103,-2,-3,103,-2,4,-1,0,0.6
Cc1cc(Cl)ccc1OCCCC(=O)Nc1cccnc1,32,12,97,-3,-1,101,2,2,-4,-2,0.6
O=C1C2C3C=CC(C4CC34)C2C(=O)N1/N=C/c1ccc([N+](=O)[O-])o1 (stereo not given),9,14,101,0,-3,91,-2,41,-4,0,0.6
Brc1ccc(CSc2ccc(-c3ccco3)nn2)cc1,13,11,99,-1,0,92,0,-1,0,0,-0.2
Cc1nnc(-c2cnn(-c3ccccc3)c2N)n1Cc1ccccc1,35,14,104,0,-3,98,-9,1,-3,-1,0.2
CCCN(CCC)C(=O)Cn1c2ccccc2c2nc(=O)cc(C)n21,8,19,104,0,-2,103,-8,-3,-5,-6,-2.4
COc1ccc(/C=C(/NC(=O)c2ccccc2)C(=O)NC2CCS(=O)(=O)C2)cc1 (stereo not given),6,12,98,-4,-6,103,-3,2,-2,-7,nt
CCN(CC)S(=O)(=O)c1cc(NS(=O)(=O)c2ccccc2)ccc1C,16,9,96,-2,-6,92,-19,-1,-13,-5,1.3
CC(=O)N1N=C(N)SC1(C)C,10,13,97,-2,-6,99,-2,0,1,-1,0.3
CC(=O)N1CCc2cc(Br)cc(S(=O)(=O)NCC3CCCO3)c21 (stereo not given),16,12,106,2,5,107,0,3,7,5,0.5
O=C(Nc1ccc(-c2noc(CCc3ccccc3)n2)cc1)c1ccco1,12,26,96,-4,-4,96,-4,-2,-6,0,-0.1
O=C(CN1CCSC1=NCc1ccccc1)c1ccccc1,6,10,101,-3,-10,101,-14,-1,-4,-9,0.4
O=C(Cc1ccccc1)N1CCN(C(=O)c2ccco2)CC1,6,17,102,-5,-7,103,-1,1,-1,-4,0.7
COc1ccc(-c2nn(-c3ccccc3)cc2/C=C(/C#N)C(N)=O)cc1[N+](=O)[O-],7,12,99,-6,-10,100,-9,32,-10,-6,4.8
COC(=O)CCn1nc(-c2ccc(Cl)cc2)c2ccccc2c1=O,13,11,100,1,-3,106,-6,3,-4,-2,0.5
COc1ccc(-c2nc(SC)n(S(=O)(=O)c3ccccc3)n2)cc1,21,12,101,-6,-6,104,-2,-2,-5,-8,-0.6
CC1(C)CC(=O)C(=CN2CCOCC2)C(=O)C1,11,14,?,2,0,102,-1,-7,2,0,-2.4
CC[C@H](C)C(=O)O[C@H]1CCC=C2C=C[C@H](C)[C@H](CC[C@@H]3C[C@@H](O)CC(=O)O3)[C@H]21,7&23,72&10,98&102,-2&1,-1&-7,95&108,-2&-7,6&-1,-5&-3,-2&-1,-0.2
CCN(CC)c1ccc2cc(C(N)=O)c(=N)oc2c1,38,15,116,-4,2,101,4,4,0,-1,0.8
NC(=O)c1cnn(-c2cc(Oc3ccccc3)ncn2)c1N,10,9,100,0,3,102,-2,2,-5,1,-0.1
COCCN(C(=O)Cc1cccs1)c1nnc(-c2ccncc2)s1,13,23,94,-1,0,94,0,1,-3,-1,0.2
CCCCCCC1CC(=O)NC(=S)N1 (stereo not given),7,10,90,0,1,93,5,7,2,0,0.0
O=C(c1ccccc1)c1ccc(N2CCNCC2)cc1,3,47,101,3,-7,84,-11,0,-6,-2,0.0
Nc1nc2c(F)c(F)c(F)cc2s1,12,12,?,0,-34,98,6,0,-4,-10,0.1
O=C(CNCC1CCCO1)N1CCCCCC1 (stereo not given),11,13,104,-3,-7,106,-8,0,-2,-7,0.1
CCOC(=O)C(C(C)=O)C(c1ccc(OCCC(C)C)cc1)C(C(C)=O)C(=O)OCC (stereo not given),7,15,103,1,0,101,0,4,-2,1,1.0
O=C(Nc1ccccc1C(F)(F)F)N1CCCCCC1,8,21,106,-1,0,104,0,1,0,0,0.1
COC(=O)c1cn(C(=O)c2cccc(C)c2)c2ccccc12,10,10,102,-3,-4,96,-5,3,-2,-2,0.2
COc1ccc(C)cc1NC(=O)Cn1cnnn1,9,16,102,-2,-6,101,0,0,2,-2,-0.1
COc1cc2c(C(=O)N3CCN(c4ccccc4C)CC3)c(C)oc2cc1Br,16,32,101,-2,-10,100,-16,21,-11,-8,1.6
CCOc1ccc(N=C(NC#N)SCC)cc1,7,19,99,-5,-11,98,-6,0,-4,-7,0.2
CCOC(=O)C1CCCN(c2ncnc3c2cnn3-c2ccc(Cl)cc2)C1 (stereo not given),9,16,106,0,-3,107,2,1,0,-1,-0.1
CC1CCc2c(sc(NC(=O)Cn3cnc([N+](=O)[O-])n3)c2C(N)=O)C1 (stereo not given),25,12,107,-5,-9,105,-17,8,-5,-6,1.1
CCS(=O)(=O)N1CCN(c2ccc([N+](=O)[O-])c(NCc3cccnc3)c2)CC1,5,16,97,0,-1,96,0,1,-2,-1,0.5
CCOc1cc(/C=N/NC(=O)c2cccc([N+](=O)[O-])c2)ccc1OS(=O)(=O)c1ccccc1,10,12,96,0,1,99,0,0,-1,0,0.3
CCSc1nnc(NC(=O)Cc2cccc(OC)c2)s1,8,52,109,-1,-7,113,-9,2,-4,-18,0.3
O=C(c1ccc(S(=O)(=O)N2CCOCC2)cc1)N(c1cccc(Cl)c1)C1C=CS(=O)(=O)C1 (stereo not given),9,9,100,4,1,99,-8,8,-1,0,1.6

# Part of the list above, as tab-separated lines.
Compound	Avidin bead fluor	GSH bead fluor	RGS7-Gao reg	Bcl-W Bim block	Bcl-B Bim block	RGS4-Gao reg	Bim-Bfl-1	ABCG2 inh	Bcl-2 Bim block	Bim-Bcl-XL	ABCB1 block
CCS(=O)(=O)N1CCN(c2ccc([N+](=O)[O-])c(NCc3cccnc3)c2)CC1	5	16	97	0	-1	96	0	1	-2	-1	0.5
O=C(CNCC1CCCO1)N1CCCCCC1 (stereo not given)	11	13	104	-3	-7	106	-8	0	-2	-7	0.1
COC(=O)c1cn(C(=O)c2cccc(C)c2)c2ccccc12	10	10	102	-3	-4	96	-5	3	-2	-2	0.2

# Further records follow:
SMILES,Avidin bead fluor,GSH bead fluor,RGS7-Gao reg,Bcl-W Bim block,Bcl-B Bim block,RGS4-Gao reg,Bim-Bfl-1,ABCG2 inh,Bcl-2 Bim block,Bim-Bcl-XL,ABCB1 block
COc1ccc(-c2cc(-c3ccccc3)n3ncnc3n2)cc1,19,23,104,-3,0,103,-1,3,0,-3,0.8
O=C(CSc1nc2ccccc2s1)NNC(=S)Nc1ccc(Cl)cc1,6,14,101,-1,14,104,0,-3,-5,-3,-1.1
COc1ccc(N2C(=O)NC3CC2(C)Oc2ccccc23)cc1 (stereo not given),13,65,106,-1,1,104,1,5,-1,0,0.6
CC(C)(C)NC(=O)Nc1ccc2nccnc2c1,36,16,103,0,-1,104,0,0,0,-1,0.1
Cc1ccc2c(c1)N(CC(=O)OCC(=O)NCc1ccccc1)C(=O)CO2,10,25,102,0,0,101,-4,2,-3,0,0.9
Cc1ccc(N(CN2CCCC2=O)C(=O)c2ccccc2)cc1,10,19,?,1,0,104,-5,-3,-1,-2,-0.5
COc1ccc2c(c1)cc1n2CCN=C1NCCO,9,9,99,3,-7,99,-8,2,-9,-3,0.2
CSCCC1NC(=O)N(CC(=O)Nc2c(Cl)cc(Cl)cc2Cl)C1=O (stereo not given),12,24,102,-2,-8,101,-21,11,-17,-11,1.2
C=CCNC1=C(Cl)C(=O)N(c2cccc(Cl)c2Cl)C1=O,6,21,103,0,-6,100,0,2,0,-2,0.8
CCn1nc(C)c(/C=N/NC(=O)Cc2ccc(Cl)cc2)c1C,15,18,98,-1,-8,100,-10,9,-23,-7,0.9
Nc1c(C(=O)NCc2cccnc2)sc(=S)n1-c1ccccc1,3,20,105,-1,-2,102,1,0,1,-1,0.1
O=C(N/N=C/C=C\c1ccccc1[N+](=O)[O-])c1cccs1,3,5,102,-3,0,99,0,46,2,0,5.1
O=C1N=C(N2CCCCC2)SC1=C1CCCCC1,4,3,108,8,-2,107,3,6,2,2,0.8

# Random draw from the library (roughly 1.3% active in at least one column).
